Assay outcomes from PubChem.
Pf Dd2 inh: blocks growth of Plasmodium falciparum Dd2 parasites; P. falciparum Dd2 growth, SYBR Green, 72 h; stronger effect = lower value; activity change, % at 10 µM; 94,000 compounds, 2.3% hits; AID 1159554; in the data active means activity change below about -80%
KDM4C inh: blocks human GASC-1 (KDM4C) demethylase activity; 96,000 compounds, 0.15% hits; Q9H3R0; inhibition, % at 12.5 µM; AID 720574; GST-KDM4C 2-372, H3K9me3 peptide, LANCE TR-FRET;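 active means mean replicate inhibition above about 25%, with at least 55% of replicates also reaching it, limit read from the data, passing the limit was not always enough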
Target sequence (Q9H3R0 2-372 limits assumed): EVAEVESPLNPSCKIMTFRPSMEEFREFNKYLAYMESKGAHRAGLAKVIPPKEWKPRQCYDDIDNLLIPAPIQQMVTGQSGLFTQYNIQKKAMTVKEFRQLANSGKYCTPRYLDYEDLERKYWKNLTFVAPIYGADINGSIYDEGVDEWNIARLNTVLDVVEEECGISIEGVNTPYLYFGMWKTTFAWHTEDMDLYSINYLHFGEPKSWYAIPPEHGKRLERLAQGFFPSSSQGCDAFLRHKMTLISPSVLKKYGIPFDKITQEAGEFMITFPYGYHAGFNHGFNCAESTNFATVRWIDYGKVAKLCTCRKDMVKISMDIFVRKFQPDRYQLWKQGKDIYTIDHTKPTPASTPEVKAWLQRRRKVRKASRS
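material = GST-tagged GASC-1 (JMJD2C) catalytic fragment, aa 2-372 | amount = enzyme final amount 10 nM | medium = HEPES buffer, pH 7.5, plus ascorbate | also added = H3K9me3 peptide substrate, Fe(II), 2-oxoglutarate | dosing = single dose | times = 30 min demethylation and 1 h detection at room temperature | detection = LANCE TR-FRET | read-out basis = Fall in 671/618 emission ratio as inhibition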
C diff HTS: C. difficile growth inhibition; Clostridium difficile clinical isolate growth, OD600, 24 h; stronger effect = lower value; growth activity, negative = inhibition, % at 16 µg/mL (by protocol); 86,000 compounds, 0.25% hits; AID 1259249;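 active means mean growth activity at or below -80% and every replicate also at or below -80%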;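 further: 0% = DMSO wells and -100% = levofloxacin 16 µg/mL wells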
Tcruzi prolif: T. cruzi proliferation inhibition. 77,000 compounds, 5.9% hits. T. cruzi beta-gal in NIH3T3, GalScreen luminescence, 90 h. inhibition, % at 8.34 µM;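 active means mean inhibition above about 93%, with at least 55% of replicates each passing it, limit read from the data, passing the limit was not always enough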
Numbers without * were called inactive; . = no result given; & = joins results of further samples. Outcome played no part in choosing rows; overall some 6.8% were active at least once.

The line under a structure holds: Pf Dd2 inh | KDM4C inh | C diff HTS | Tcruzi prolif
CN1C[C@@H](O)COC[C@H]2O[C@@H](CC(=O)NC3CCCC3)CC[C@@H]21
 : 0 | -2.0 | 4 | -2
C[C@@H]1CN([C@@H](C)CO)C(=O)Cc2cc(NC(=O)CCCN(C)C)ccc2O[C@H]1CN(C)C
 : 2 | . | -3 | 59
C[C@H](O)C#Cc1cnc2c(c1)C(=O)N([C@H](C)CO)C[C@H](C)[C@H](CN(C)CC1CC1)O2
 : 36 | 0.4 | 8 | -79
O=C1CN(S(=O)(=O)Cc2ccccc2)C[C@@H]2[C@@H](c3ccc(C#Cc4ccccc4)cc3)[C@@H](CO)N12
 : -68 | -3.1 | 1 | .
COc1ccc(NC(=O)N(C)C[C@H]2OCCCC[C@H](C)Oc3ccc(NC(=O)Nc4cccc5ccccc45)cc3C(=O)N([C@H](C)CO)C[C@H]2C)cc1
 : -86* | -0.4 | 3 | -23
C[C@H](CO)N1C[C@H](C)[C@H](CN(C)S(=O)(=O)c2ccc(Cl)cc2)Oc2ccc(NS(=O)(=O)c3ccc(F)cc3)cc2CC1=O
 : -38 | 18 | 18 | 49
COCC#Cc1cnc2c(c1)C(=O)N([C@H](C)CO)C[C@H](C)[C@H](CN(C)Cc1ccc(F)cc1)O2
 : 12 | 0.3 | 2 | 11
C[C@@H]1CCCCO[C@H](CN(C)C(=O)CCCN(C)C)[C@@H](C)CN([C@@H](C)CO)C(=O)c2cc(N(C)C)ccc2O1
 : . | 0.1 | -1 | 39
COc1ccc(C#Cc2ccc([C@@H]3[C@@H](CO)N4CCCCN(C(=O)c5ccncc5)C[C@@H]34)cc2)cc1
 : 20 | 0.4 | -20 | 98*
CO[C@@H](CN(C)S(=O)(=O)c1ccc(C)cc1)[C@@H](C)CN(C(=O)Nc1ccccc1F)[C@H](C)CO
 : -9 | -0.8 | . | -15
O=C(C[C@@H]1C=C[C@H](NC(=O)Nc2ccc(C(F)(F)F)cc2)[C@@H](CO)O1)NCCN1CCCC1
 : 16 | -0.5 | 7 | 0
O=C(C[C@H]1CC[C@@H](NS(=O)(=O)c2ccccc2)[C@H](CO)O1)N1CCC(Cc2ccccc2)CC1
 : -55 | -0.8 | -9 | .
CO[C@H]1CN(C)C(=O)c2cc(NS(=O)(=O)c3cccc(F)c3)ccc2OC[C@@H](C)N(Cc2cc(F)ccc2F)C[C@@H]1C
 : 4 | -1.4 | 8 | 112*
CCc1sc(N2[C@@H](C#N)[C@@H](c3ccccc3-c3cccc(F)c3)[C@@H]2CO)nc1C
 : -29 | -1.0 | 20 | .
Cc1ccc(S(=O)(=O)Nc2cccc3c2O[C@@H](CN(C)Cc2ccc(C(=O)Nc4ccccc4N)cc2)[C@@H](C)CN([C@@H](C)CO)C3=O)cc1
 : -70 | -2.8 | 8 | .
C[C@H](CO)N1C[C@H](C)[C@@H](CN(C)C(=O)[C@@H](Cc2ccccc2)N(C)C)OCc2ccccc2-c2ccccc2C1=O
 : -13 | -0.9 | -10 | -48
C[C@@H]1CN([C@H](C)CO)C(=O)c2cc(-c3cccc(F)c3)cnc2O[C@H]1CN(C)Cc1cccc(F)c1
 : -2 | 3.6 | -3 | 58
COc1ccc(S(=O)(=O)N[C@@H]2C=C[C@@H](CC(=O)N3CCc4ccccc4C3)O[C@@H]2CO)cc1
 : -1 | 0.2 | . | -62
C[C@@H]1CN([C@@H](C)CO)C(=O)c2cccc(NS(=O)(=O)c3cccs3)c2O[C@@H]1CN(C)C(=O)Nc1ccccc1
 : 31 | -6.0 | . | 44
CCCN(C)C[C@H]1Oc2ncc(C#CC3CC3)cc2C(=O)N([C@H](C)CO)C[C@H]1C
 : -83* | -0.2 | 6 | 63
C[C@@H]1CN([C@H](C)CO)C(=O)c2cc(C#Cc3ccccc3F)cnc2O[C@@H]1CN(C)C(=O)C1CCOCC1
 : 3 | . | 4 | -30
C[C@H](CO)N1C[C@H](C)[C@H](CN(C)Cc2ccc(Oc3ccccc3)cc2)Oc2c(NC(=O)C3CCOCC3)cccc2C1=O
 : -8 | 0.3 | -2 | 51
CCC(=O)Nc1ccc2c(c1)C(=O)N(C)[C@H]1CC[C@@H](CC(=O)NC3CCCC3)O[C@@H]1CO2
 : 1 | -1.1 | 9 | 6
CS(=O)(=O)N1CC(=O)N2[C@H](CO)[C@H](c3ccc(Br)cc3)[C@@H]2C1
 : 35 | 0.6 | -6 | .
COc1cccc(S(=O)(=O)N(C)C[C@H]2Oc3ncc(C#CC(C)C)cc3C(=O)N([C@@H](C)CO)C[C@@H]2C)c1
 : -64 | 0.4 | -15 | 114*
N#Cc1cccc(-c2ccc(C3[C@H]4CNC[C@@H]3N4C(=O)Nc3ccccc3F)cc2)c1 (stereo partly drawn)
 : -34&27 | 8.8&0.7 | 49&-9 | .
C[C@@H]1CN([C@H](C)CO)C(=O)Cc2cc(NS(=O)(=O)c3cn(C)cn3)ccc2O[C@H]1CN(C)Cc1ccc(Oc2ccccc2)cc1
 : -16 | -0.6 | 1 | -2
COc1ccccc1-c1ccc2c(c1)O[C@H](CN(C)Cc1ccc3c(c1)OCO3)[C@@H](C)CN([C@H](C)CO)S2(=O)=O
 : -84* | 0.7 | 3 | .
CCN1CC(=O)N2[C@H](C1)[C@@H](c1ccc(-c3ccccc3F)cc1)[C@@H]2CO
 : 21 | 2.1 | -8 | .
CN(C)c1ccc2c(c1)[C@H]1C[C@H](CC(=O)NC3CCCC3)O[C@@H](CO)[C@H]1O2
 : 9 | 12 | . | -18
C[C@H](CO)N1C[C@H](C)[C@H](CN(C)S(=O)(=O)c2ccc(F)cc2)Oc2cc(Br)ccc2S1(=O)=O
 : -7 | -1.9 | . | 98*
COc1cccc(NC(=O)C[C@H]2CC[C@@H]3[C@H](COc4ccc(NC(=O)C5CC5)cc4C(=O)N3C)O2)c1
 : -11 | 3.1 | 0 | -8
COc1ccc(S(=O)(=O)Nc2ccc3c(c2)C(=O)N([C@H](C)CO)C[C@H](C)[C@@H](CN(C)S(=O)(=O)c2ccc(OC)cc2)OCCCC[C@@H](C)O3)cc1
 : -20 | 0.5 | -5 | 53
COc1cccc(NC(=O)Nc2ccc3c(c2)OC[C@H](C)NC[C@H](C)[C@@H](OC)CN(C)C3=O)c1
 : 19 | 0.3 | -7 | .
C[C@H]1CN([C@@H](C)CO)S(=O)(=O)c2ccc(C3=CCCC3)cc2O[C@H]1CN(C)Cc1cncnc1
 : -46 | 0.0 | 6 | 7
C[C@@H]1CN([C@H](C)CO)C(=O)c2cc(NS(=O)(=O)c3ccc(F)cc3)ccc2O[C@H]1CN(C)Cc1ccc(C(=O)O)cc1
 : 10 | 0.5 | -2 | 16
O=C(C[C@H]1CC[C@H](NC(=O)Cc2cccnc2)[C@H](CO)O1)Nc1ccc(-c2ccccc2)cc1
 : -6 | -1.7 | . | -61
CC(C)NC(=O)Nc1ccc2c(c1)CC(=O)N([C@H](C)CO)C[C@H](C)[C@@H](CN(C)C(=O)Nc1cccc3ccccc13)O2
 : -18 | 0.1 | -6 | 6
C[C@@H]1CN([C@@H](C)CO)C(=O)c2cc(NS(=O)(=O)c3cn(C)cn3)ccc2O[C@H]1CN(C)Cc1ccc(Oc2ccccc2)cc1
 : 17 | 0.9 | . | 14
C[C@@H]1CN([C@@H](C)CO)C(=O)c2cc(/C=C/c3ccccc3)cnc2O[C@@H]1CN(C)C(=O)c1ccccc1
 : -20 | 0.4 | -2 | 56
CC(=O)N1[C@H](C(=O)NCC2CC2)[C@@H](CO)[C@@H]2Cn3c(ccc(C4=CCCC4)c3=O)[C@@H]21
 : 14 | 5.6 | -4 | 1
C[C@@H]1CN([C@@H](C)CO)C(=O)c2cccc(NS(=O)(=O)c3ccccc3)c2O[C@@H]1CN(C)S(=O)(=O)c1ccc(F)cc1
 : -50 | 0.6 | -3 | 62
O=C(C[C@H]1C[C@H]2c3cc(NC(=O)NC4CCCCC4)ccc3O[C@H]2[C@@H](CO)O1)NCc1ccccn1
 : 27 | -2.4 | -2 | .
C[C@@H]1CN([C@H](C)CO)C(=O)Cc2cc(NC(=O)Nc3cccc4ccccc34)ccc2O[C@H]1CN(C)C(=O)NC1CCCCC1
 : -2 | -0.8 | 3 | 26
CNC[C@@H]1Oc2ncc(C#Cc3ccncc3)cc2C(=O)N([C@H](C)CO)C[C@@H]1C
 : -10 | 0.7 | 2 | 47

Pf Dd2 inh: hit marks shown above
| smiles | Pf Dd2 inh | KDM4C inh |
| --- | --- | --- |
| COc1ccc(NC(=O)N(C)C[C@H]2OCCCC[C@H](C)Oc3ccc(NC(=O)Nc4cccc5ccccc45)cc3C(=O)N([C@H](C)CO)C[C@H]2C)cc1 | -86* | -0.4 |
| CCCN(C)C[C@H]1Oc2ncc(C#CC3CC3)cc2C(=O)N([C@H](C)CO)C[C@H]1C | -83* | -0.2 |
| COc1ccccc1-c1ccc2c(c1)O[C@H](CN(C)Cc1ccc3c(c1)OCO3)[C@@H](C)CN([C@H](C)CO)S2(=O)=O | -84* | 0.7 |

Going on with the list.
The line under a structure holds: Pf Dd2 inh | KDM4C inh | C diff HTS | Tcruzi prolif
COCCNC(=O)C[C@H]1C[C@@H]2c3cc(NC(=O)Nc4ccc(C(F)(F)F)cc4)ccc3O[C@@H]2[C@H](CO)O1
 : -23 | -0.8 | . | 40
COc1ccc(NC(=O)N(C)C[C@H]2OCCCC[C@H](C)Oc3ccc(NC(=O)c4ccncc4)cc3C(=O)N([C@@H](C)CO)C[C@@H]2C)cc1
 : -50 | 1.0 | 0 | 42
COc1ccc2c3c([nH]c2c1)[C@H](CO)N(C(=O)C1CCOCC1)CC31CN(C(=O)NC(C)C)C1
 : 69 | 0.5 | -5 | .
COc1ccc(C#Cc2ccc3c(c2)[C@H]2[C@H](CCN2C(=O)C2CCCC2)[C@@H](CO)N3)cc1
 : -95* | -0.5 | 5 | .
COCC(=O)Nc1ccc2c(c1)C(=O)N(C)C[C@@H](OC)[C@H](C)CN(Cc1cc(-c3ccccc3)on1)[C@H](C)CO2
 : -44 | -0.3 | -17 | 43
C[C@H](CO)N1C[C@H](C)[C@@H](CN(C)Cc2ccccc2)Oc2ccc(NS(=O)(=O)c3ccc(F)cc3)cc2CC1=O
 : -42 | 15 | 0 | 109*
COc1ccc(C#Cc2ccc3c(c2)[C@H]2[C@H](CCN2C(=O)c2cnccn2)[C@H](CO)N3)cc1
 : -64 | 2.5 | 78 | 48
Cc1ccccc1S(=O)(=O)N1C[C@H](O)COC[C@@H]2O[C@H](CC(=O)N3CCN(C)CC3)CC[C@H]21
 : . | -3.4 | 1&-9 | 36
C[C@@H]1CN([C@@H](C)CO)C(=O)c2cc(NC(=O)C3CC3)ccc2O[C@H]1CN(C)Cc1ccc(C(=O)Nc2ccccc2N)cc1
 : -30 | -0.9 | -1 | 74
CCC(=O)N1CCCCN2[C@H](C1)[C@H](c1ccc(C#CCOC)cc1)[C@@H]2CO
 : -1 | 2.4 | -6 | 64
C[C@H](CO)N1C[C@H](C)[C@@H](CN(C)S(=O)(=O)c2ccc(Cl)cc2)OCCCC[C@H](C)Oc2ccc(NC(=O)Nc3cccc4ccccc34)cc2C1=O
 : -19 | -1.0 | -1 | 89
CCCNC(=O)Nc1ccc2c(c1)C(=O)N(C)C[C@@H](OC)[C@H](C)CN(C(C)=O)[C@@H](C)CO2
 : -32 | -0.5 | . | 20
COc1ccc(-c2cn(CC[C@H]3CC[C@H](NC(=O)c4cnccn4)[C@H](CO)O3)nn2)cc1
 : -9 | 2.3 | -9 | -56
CNC(=O)C[C@H]1CC[C@@H]2[C@H](COC[C@H](O)CN2Cc2ccccc2F)O1
 : 14 | -0.8 | 3&0 | .
C[C@H](CO)N1C[C@H](C)[C@@H](CN(C)C(=O)Nc2cccc3ccccc23)Oc2c(NC(=O)c3cnccn3)cccc2C1=O
 : 0 | -0.3 | -1 | 12
COC(=O)C[C@H]1C[C@H]2c3cc(NS(=O)(=O)c4ccccc4)ccc3O[C@H]2[C@H](CO)O1
 : 2 | 5.4 | -1 | 40
COCC(=O)N(C)C[C@H]1Oc2cc(C3=CCCCC3)ccc2S(=O)(=O)N([C@H](C)CO)C[C@H]1C
 : 43 | 0.8 | 1 | 47
CCCC(=O)N1C[C@H]2[C@@H](c3ccccc31)[C@@H](CO)N2C(=O)Nc1ccc(F)cc1
 : -1 | -3.3 | 12 | 24
O=C(C[C@H]1CC[C@@H]2[C@H](COC[C@H](O)CN2Cc2cc(F)ccc2F)O1)NCc1ccccc1
 : -6 | 0.5 | . | -59

3 neighbouring compounds already listed:
The line under a structure holds: Pf Dd2 inh | KDM4C inh | C diff HTS | Tcruzi prolif
C[C@H](CO)N1C[C@H](C)[C@@H](CN(C)C(=O)Nc2cccc3ccccc23)Oc2c(NC(=O)c3cnccn3)cccc2C1=O
 : 0 | -0.3 | -1 | 12
COC(=O)C[C@H]1C[C@H]2c3cc(NS(=O)(=O)c4ccccc4)ccc3O[C@H]2[C@H](CO)O1
 : 2 | 5.4 | -1 | 40
COCC(=O)N(C)C[C@H]1Oc2cc(C3=CCCCC3)ccc2S(=O)(=O)N([C@H](C)CO)C[C@H]1C
 : 43 | 0.8 | 1 | 47
